Assay outcomes deposited in PubChem by several laboratories.
Rac1 GTP hydrolysis: MgcRacGAP GTPase-activating activity inhibitors, confirmation, biochemical, ADP Hunter fluorescence; MgcRacGAP-stimulated Rac1 GTP hydrolysis, ADP Hunter fluorescence; higher % means a stronger effect; GST-tagged Rac1 F28L mutant substrate; inhibition, % at 30 µM; hits with a dose series show IC50 in µM; 0.6% of 340,000 active; AID 624330;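 active means first-screen hits whose inhibition reached a set limit at any dose in the follow-up dose series; inconclusive means inhibition above the set first-screen limit but never retested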;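 further: fluorescence reports GDP produced by GAP-driven GTP hydrolysis; strong numbers were not always called active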
XIAP antagonists: XIAP antagonists, biochemical, IAP family, fluorescence polarization (AID 1018); one-dose displacement, % at 20 µM; IC50 in µM for titrated hits; 0.007% of 200,000 active; XIAP BIR domain, fluorescence polarization peptide displacement; higher % means a stronger effect; in the data active means displacement above about 50%; further: a part of the inactive calls stands beside numbers as strong as those of hits
AID2073: inhibitors of Mint1-CaV2.2 protein interaction, biochemical, HTRF (AID 2073); 0.19% of 290,000 active; one-dose inhibition, % at 20 µM; IC50 in µM for titrated hits; HTRF protein-protein interaction, Mint1-CaV2.2; higher % means a stronger effect; in the data active means inhibition mostly above about 51%, no sharp cut-off; inconclusive means no clear call, values can overlap the other calls; inactive means mostly below about 53%; further: some results filed as inactive read as strong as hits
RSV CPE inhibition: inhibition of RSV-induced cytopathic effect – HEp-2 cells, primary 10 µM value included (AID 2391). HEp-2 cells, RSV-induced CPE inhibition; higher % means a stronger effect. 0.13% of 310,000 active. CPE inhibition, % at 10 µM, or IC50 in µM where a hit was titrated; in the data active means a potency from the dose series; inconclusive means CPE inhibition mostly from about 23% at the one dose, without a potency; inactive means the rest, 99 in 100 with CPE inhibition below about 21%; further: strong numbers were not always called active
Large T inhibition: SV40 large T antigen inhibitors, biochemical (AID 1903) | SV40 large T antigen ATPase/helicase inhibition assay; higher % means a stronger effect | inhibition, % at 20 µM; hits with a dose series show IC50 in µM | 0.39% of 310,000 active; in the data active means a potency from the dose series; inconclusive means inhibition mostly from about 32% at the one dose, without a potency; inactive means the rest, 99 in 100 with inhibition below about 32%; further: strong numbers were not always called active
LYP inhibition: inhibitors of LYP phosphatase, biochemical, fluorescence intensity, uHTS (AID 1779) | recombinant LYP phosphatase, fluorescence intensity; higher % means a stronger effect | 0.054% of 290,000 active | inhibition, % at 11.5 µM; hits with a dose series show IC50 in µM; in the data active means inhibition above about 50%;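 further: plate controls were vehicle with enzyme for no effect and no enzyme for full effect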
HIV peptide binding: cell-free HIV fusion peptide-binding blockers – biochemical, uHTS, fluorescence dequenching, primary screen (AID 1986); cell-free peptide binding, fluorescence dequenching, 30 min; higher % means a stronger effect; inhibition, % at 20 µM, or IC50 in µM where a hit was titrated; 0.3% of 290,000 active; in the data active means inhibition mostly above about 52%, no sharp cut-off; inactive means mostly below about 76%; further: some results filed as inactive read as strong as hits
Siah-1 displacement: blockers of Siah-1 interaction with plectin peptide – biochemical, fluorescence polarization, rhodamine-plectin, uHTS, primary screen (AID 1817). Siah-1 / rhodamine-plectin peptide fluorescence polarization; higher % means a stronger effect. displacement, % at 20 µM, or IC50 in µM where a hit was titrated. 0.02% of 290,000 active;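 active means displacement of at least 50% at 20 µM, with a fluorescence ratio check between 0.3 and a set limit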;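 further: plate controls were Siah plus tracer with DMSO for no effect and tracer alone without Siah for full effect; strong numbers were not always called active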
Dengue-2 NS5 capping: flavivirus cap methylation enzyme inhibition – biochemical, confirmation dose response, primary screen (AID 588689); Dengue-2 NS5 methyltransferase capping enzyme assay, biochemical; higher % means a stronger effect; inhibition, % at 25 µM, or IC50 in µM where a hit was titrated; 0.3% of 340,000 active; in the data active means a potency from the dose series; inconclusive means inhibition above about 29% without an active follow-up result
Dengue-2 NS5 capping pilot replicate: second read-out of Dengue-2 NS5 capping, no call of its own (marks repeat the call); inhibition, %; measured here: pilot screen replicate inhibition
An asterisk follows results filed as active.

Results for Cc1ccc2nc(-c3ccc(NC(=O)C4CCCO4)cc3)[nH]c2c1 (configuration not stated) ?
Rac1 GTP hydrolysis: 8.8%; XIAP antagonists: 0.7%; AID2073: -4.1%; RSV CPE inhibition: 11.9%; Large T inhibition: -0.8%; LYP inhibition: -9.6%; HIV peptide binding: -3.7%; Siah-1 displacement: 1.3%; Dengue-2 NS5 capping: -6.4%

What do the screens show for `Nc1nnn(CC(=O)N/N=C/C=C/c2ccccc2)n1`?
Rac1 GTP hydrolysis: -10.9%; AID2073: -6.2%; RSV CPE inhibition: 2.0%; Large T inhibition: 5.5%; LYP inhibition: -4.1%; HIV peptide binding: 1.0%; Siah-1 displacement: -0.5%; Dengue-2 NS5 capping: -4.7%

How did CN(C)/N=C/C=C1\CC/C(=C\c2ccc(Br)cc2)C1=O do in these assays?
Rac1 GTP hydrolysis: 11.4%; XIAP antagonists: -16.2%; AID2073: 0.4%; RSV CPE inhibition: 2.0%; Large T inhibition: 11.4%; LYP inhibition: -0.3%; HIV peptide binding: 13.2%; Siah-1 displacement: 0.8%; Dengue-2 NS5 capping: 10.4%

How did COc1ccc(CNC(=O)c2ccc[nH]2)cc1 do in these assays?
Rac1 GTP hydrolysis: 3.0%; XIAP antagonists: -15.2%; AID2073: -5.8%; RSV CPE inhibition: 2.4%; Large T inhibition: 3.8%; LYP inhibition: -9.1%; HIV peptide binding: 0.0%; Siah-1 displacement: -4.7%; Dengue-2 NS5 capping: -11.7%

How did O=C(NCc1ccc(Cl)cc1)C1CCN(S(=O)(=O)c2ccc(F)cc2)CC1 do in these assays?
Rac1 GTP hydrolysis: 0.7%; XIAP antagonists: 3.5%; AID2073: -0.4%; RSV CPE inhibition: -0.1%; Large T inhibition: 12.8%; LYP inhibition: -0.3%; HIV peptide binding: 0.9%; Siah-1 displacement: 4.7%

How did O=C(/C=C/c1ccccc1)Nc1ccc(NC(=O)c2cccs2)cc1 do in these assays?
Rac1 GTP hydrolysis: 11.7%; AID2073: 31.1%; RSV CPE inhibition: 1.5%; Large T inhibition: 4.3%; LYP inhibition: -5.9%; HIV peptide binding: 1.6%; Siah-1 displacement: 7.6%; Dengue-2 NS5 capping: 7.7%

What do the screens show for `Cc1c(Cl)cccc1NC(=S)N1CCOCC1`?
Rac1 GTP hydrolysis: 6.6%; XIAP antagonists: -4.3%; AID2073: -31.3%; RSV CPE inhibition: 0.4%; Large T inhibition: 4.4%; LYP inhibition: -6.2%; HIV peptide binding: 4.7%; Siah-1 displacement: 0.0%; Dengue-2 NS5 capping: -3.6%

What do the screens show for `COc1ccc(N=Cc2nc(-c3ccco3)oc2O)cc1`?
Rac1 GTP hydrolysis: 11.0%; XIAP antagonists: -3.8%; AID2073: -9.6%; RSV CPE inhibition: 3.0%; Large T inhibition: 13.3%; LYP inhibition: 1.6%; HIV peptide binding: 1.8%; Siah-1 displacement: 1.4%; Dengue-2 NS5 capping: -10.9%

What do the screens show for `O=C(NNC1CC(=O)N(c2ccccc2)C1=O)c1cccnc1` (configuration not stated)?
Rac1 GTP hydrolysis: 12.6%; AID2073: -3.0%; RSV CPE inhibition: -1.5%; Large T inhibition: 11.0%; LYP inhibition: -9.3%; HIV peptide binding: -1.3%; Siah-1 displacement: 3.9%; Dengue-2 NS5 capping: 7.7%

Results for CCN(CC)S(=O)(=O)c1ccc(OC)c(NC(=O)COc2ccccc2[N+](=O)[O-])c1 ?
Rac1 GTP hydrolysis: -2.7%; XIAP antagonists: -8.5%; AID2073: 49.7%; RSV CPE inhibition: -1.1%; Large T inhibition: 10.4%; LYP inhibition: -8.9%; HIV peptide binding: -1.0%; Siah-1 displacement: 6.2%; Dengue-2 NS5 capping: 5.6%

Results for CN(/N=C/c1c[nH]c2ccccc12)c1cnn(-c2ccc(F)c(Cl)c2)c(=O)c1Cl ?
Rac1 GTP hydrolysis: 9.0%; XIAP antagonists: -2.1%; AID2073: 38.1%; RSV CPE inhibition: 1.8%; Large T inhibition: 7.4%; LYP inhibition: -1.6%; HIV peptide binding: -1.2%; Siah-1 displacement: 2.9%; Dengue-2 NS5 capping: 20.6%; Dengue-2 NS5 capping pilot replicate: -1.8

How did Cc1ccc(-c2c(NC(=O)C(C)C)n(C)c3ccccc3c2=O)cc1 do in these assays?
Rac1 GTP hydrolysis: 5.3%; AID2073: 10.9%; RSV CPE inhibition: 1.5%; Large T inhibition: -2.0%; LYP inhibition: -11.4%; HIV peptide binding: 2.6%; Siah-1 displacement: 11.9%; Dengue-2 NS5 capping: 1.0%

How did COC(=O)C(NC(=O)c1ccccc1)(Nc1nccs1)C(F)(F)F (configuration not stated) do in these assays?
Rac1 GTP hydrolysis: 16.2%; XIAP antagonists: -3.8%; AID2073: -9.0%; RSV CPE inhibition: -0.1%; Large T inhibition: 26.3%; LYP inhibition: -18.1%; HIV peptide binding: 0.1%; Siah-1 displacement: 2.3%; Dengue-2 NS5 capping: 2.2%

Results for COCCn1c(-c2ccsc2)nc2c1c(=O)[nH]c(=O)n2CC(C)C ?
Rac1 GTP hydrolysis: 7.9%; XIAP antagonists: -18.6%; AID2073: 14.7%; RSV CPE inhibition: -1.3%; Large T inhibition: 1.8%; LYP inhibition: -8.3%; HIV peptide binding: -1.8%; Siah-1 displacement: -3.8%; Dengue-2 NS5 capping: -5.5%

How did Cc1cccc(N(C(=O)CNC(=O)c2ccco2)C(C(=O)NCC2CCCO2)c2ccccc2)c1 (configuration not stated) do in these assays?
Rac1 GTP hydrolysis: 6.7%; XIAP antagonists: -4.5%; AID2073: -9.5%; RSV CPE inhibition: -1.5%; Large T inhibition: 6.2%; LYP inhibition: -6.5%; HIV peptide binding: -0.9%; Siah-1 displacement: 9.7%

What do the screens show for `CCCC(=O)Nc1nn(C)c2nc3c(C)cccc3cc12`?
Rac1 GTP hydrolysis: 6.6%; XIAP antagonists: -5.1%; AID2073: 19.0%; RSV CPE inhibition: 2.9%; Large T inhibition: -3.3%; LYP inhibition: -9.5%; HIV peptide binding: -1.0%; Siah-1 displacement: -4.4%; Dengue-2 NS5 capping: -0.8%

Results for Cc1ccc(Nc2nc(C)nc3c2oc2ccccc23)cc1 ?
Rac1 GTP hydrolysis: -6.1%; AID2073: 18.0%; Large T inhibition: 10.8%; LYP inhibition: 0.1%; HIV peptide binding: -1.4%; Siah-1 displacement: 1.6%; Dengue-2 NS5 capping: -11.6%

How did COc1ccc(OC)c(/C=N\NC(=O)CSc2nnc(CCCc3ccc(OC)c(C)c3)o2)c1 do in these assays?
Rac1 GTP hydrolysis: 13.7%; XIAP antagonists: -6.6%; AID2073: 1.3%; RSV CPE inhibition: 7.4%; Large T inhibition: 6.5%; LYP inhibition: 6.7%; HIV peptide binding: -1.8%; Siah-1 displacement: 0.7%; Dengue-2 NS5 capping: -1.6%

What do the screens show for `O=c1cc(-c2ccc(O)c(O)c2)oc2cc(O)cc(O)c12`?
Rac1 GTP hydrolysis: inconclusive; AID2073: -10.0%; RSV CPE inhibition: 3.9%; Large T inhibition: 11.9µM*; LYP inhibition: -1.3%; HIV peptide binding: 20.0%; Siah-1 displacement: 57.9%; Dengue-2 NS5 capping: -5.5%

Results for CCC(Oc1nc2ccccc2nc1-c1ccccc1NC(C)=O)C(=O)c1ccccc1 (configuration not stated) ?
Rac1 GTP hydrolysis: 0.3%; XIAP antagonists: -1.9%; AID2073: -0.4%; RSV CPE inhibition: 1.0%; Large T inhibition: 18.3%; LYP inhibition: 8.8%; HIV peptide binding: -1.8%; Siah-1 displacement: 1.9%; Dengue-2 NS5 capping: -1.6%

Results for O=C(O)c1nn(CCOc2ccccc2F)c(=O)c2ccccc12 ?
Rac1 GTP hydrolysis: 5.9%; AID2073: 23.2%; RSV CPE inhibition: 1.7%; Large T inhibition: 2.7%; LYP inhibition: -6.8%; HIV peptide binding: -1.7%; Siah-1 displacement: 3.0%; Dengue-2 NS5 capping: -9.8%

What do the screens show for `CCOC(=O)C1(Cc2cccc(OC)c2)CCN(Cc2cnc(SC)nc2)CC1`?
XIAP antagonists: -1.9%; AID2073: 7.6%; RSV CPE inhibition: -0.4%; Large T inhibition: 9.0%; LYP inhibition: -7.5%; HIV peptide binding: -0.6%; Siah-1 displacement: -1.9%

What do the screens show for `Cc1ccc(CS(=O)(=O)CCC(=O)NCCN2CCCC2)cc1`?
Rac1 GTP hydrolysis: 3.8%; XIAP antagonists: -6.2%; AID2073: 45.7%; RSV CPE inhibition: 0.7%; Large T inhibition: 0.4%; LYP inhibition: 6.4%; HIV peptide binding: 2.1%; Siah-1 displacement: -3.3%; Dengue-2 NS5 capping: -2.1%

How did CCOc1cccc(C(=O)Nc2cccc(NC(=O)c3ccco3)c2)c1 do in these assays?
Rac1 GTP hydrolysis: 3.3%; XIAP antagonists: -2.3%; AID2073: -1.4%; RSV CPE inhibition: 3.9%; Large T inhibition: 6.0%; LYP inhibition: -1.0%; HIV peptide binding: 0.6%; Siah-1 displacement: -1.7%; Dengue-2 NS5 capping: -6.0%

How did N#Cc1cc(Cl)c(N2CCOCC2)cc1C#N do in these assays?
Rac1 GTP hydrolysis: 2.9%; XIAP antagonists: -2.3%; AID2073: 6.5%; RSV CPE inhibition: 40.7%; Large T inhibition: 8.4%; LYP inhibition: -6.7%; HIV peptide binding: -1.6%; Siah-1 displacement: -1.2%; Dengue-2 NS5 capping: -2.4%

Results for Cc1nnc2n1N=CC=C(c1ccccc1)S2 ?
Rac1 GTP hydrolysis: 6.9%; XIAP antagonists: -4.1%; AID2073: -4.6%; RSV CPE inhibition: 0.7%; Large T inhibition: 1.2%; LYP inhibition: -8.2%; HIV peptide binding: 2.6%; Siah-1 displacement: 1.6%; Dengue-2 NS5 capping: 1.2%; Dengue-2 NS5 capping pilot replicate: -0.3

Results for O=C(Cn1cccc1)N1CCN(C(c2ccccc2)c2ccccc2)CC1 ?
Rac1 GTP hydrolysis: 9.8%; XIAP antagonists: -5.3%; AID2073: 5.1%; RSV CPE inhibition: 1.4%; Large T inhibition: 7.2%; LYP inhibition: -0.5%; HIV peptide binding: 3.7%; Siah-1 displacement: -0.8%; Dengue-2 NS5 capping: -4.0%

How did COc1ccc(/C(O)=C2/C(=O)C(=O)N(c3ccccn3)C2c2ccc(OC)c(OC)c2)cc1 (configuration not stated) do in these assays?
Rac1 GTP hydrolysis: 3.0%; AID2073: 7.0%; RSV CPE inhibition: 0.5%; Large T inhibition: 3.1%; LYP inhibition: -8.9%; HIV peptide binding: -0.2%; Siah-1 displacement: 1.8%; Dengue-2 NS5 capping: 7.0%

How did CSc1ccc(C2CC(=O)Nc3c2c(=O)n(C)c(=O)n3C)cc1 (configuration not stated) do in these assays?
Rac1 GTP hydrolysis: 8.0%; AID2073: 1.3%; RSV CPE inhibition: -0.2%; Large T inhibition: 11.5%; LYP inhibition: -4.1%; HIV peptide binding: -1.2%; Siah-1 displacement: 11.3%; Dengue-2 NS5 capping: -7.0%
